HGIII-sPLA2 inh: human group III sPLA2 inhibitors, primary screen, biochemical, QFRET, BODIPY PC-A2 liposome substrate. 370,000 tested, 0.56% active. QFRET BODIPY PC-A2 liposome hydrolysis, fluorescence. inhibition, % at 12.2 µM. AID 743126, 2013;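 active = inhibition above mean plus 3 SD of compounds lying within the high and low control bounds, cut at about 19% in these data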;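 also: 0% = median of test compound wells and 100% = no enzyme DMSO wells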
DAX1 inh-1: DAX1 (NR0B1) inhibitors on StAR promoter, primary screen, cell-based, luminescence, SF-1 (NR5A1), full-length DAX-1. HEK293T StAR-luciferase reporter, SF-1/DAX-1 repression relief. AID 652010, 2013. 370,000 tested, 1.1% active. inhibition, % at 6.8 µM;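 active = inhibition above the mean over all tested compounds plus 3 SD, cut at about 3.6% in these data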;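 also: 0% = DAX-1 cells with DMSO and 100% = cells lacking DAX-1 with DMSO; higher inhibition means more luminescence from relief of DAX-1 repression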
FXN GAA850 act: FXN promoter activators, primary screen, cell-based, luciferase luminescence, HEK293 lucGAA850. HEK293 lucGAA850 FXN promoter luciferase reporter, 24 h; percent of 10 µM SAHA response. activation, % at 6 µM. 360,000 tested, 0.56% active. AID 540364, 2011;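 active = activation above the average of all compounds screened plus 3 SD, cutoff fixed separately per campaign, cut at about 7.5% in these data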;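 also: 0% = DMSO wells and 100% = 10 µM SAHA wells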
hgDAF-12 ag: H. glycines DAF-12 receptor agonists, primary screen, cell-based, luminescence, HEK293, GAL4 fusion, UAS-luciferase; HEK293 GAL4-hgDAF12 UAS-luciferase reporter, agonist luminescence; normalized to butyrate control; activation, % at 6.8 µM; 370,000 tested, 1.8% active; AID 687014, 2013;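 active = activation above a cutoff set at the mean of all screened compounds plus 3 SD, cut at about 10% in these data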;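 also: 0% = DMSO wells and 100% = sodium butyrate wells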
hcDAF12 agonist: H. contortus DAF-12 nuclear receptor activators, primary screen, cell-based, luminescence, HEK293, lit1-tk-luc reporter; 370,000 tested, 1.4% active; activation, % at 6.8 µM; HEK293 hcDAF-12 lit1-tk-luc reporter; 0% DMSO, 100% Δ7-dafachronic acid; AID 652067, 2013;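 active = activation above the mean of all tested compounds plus 3 SD, cut at about 5.5% in these data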;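 also: 100% = response to 3 µM Δ7-dafachronic acid high control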
NPR1 activator: GC-A stimulated cGMP production enhancers – HEK293 GC-A cells, cGMP TR-FRET, EC30 ANP, primary screen | activation, % at 10 µM | 0% at EC30 ANP, 100% saturating ANP | 370,000 tested, 0.14% active; in the data active = activation above about 40%
Target sequence (P16066 whole entry, looked up): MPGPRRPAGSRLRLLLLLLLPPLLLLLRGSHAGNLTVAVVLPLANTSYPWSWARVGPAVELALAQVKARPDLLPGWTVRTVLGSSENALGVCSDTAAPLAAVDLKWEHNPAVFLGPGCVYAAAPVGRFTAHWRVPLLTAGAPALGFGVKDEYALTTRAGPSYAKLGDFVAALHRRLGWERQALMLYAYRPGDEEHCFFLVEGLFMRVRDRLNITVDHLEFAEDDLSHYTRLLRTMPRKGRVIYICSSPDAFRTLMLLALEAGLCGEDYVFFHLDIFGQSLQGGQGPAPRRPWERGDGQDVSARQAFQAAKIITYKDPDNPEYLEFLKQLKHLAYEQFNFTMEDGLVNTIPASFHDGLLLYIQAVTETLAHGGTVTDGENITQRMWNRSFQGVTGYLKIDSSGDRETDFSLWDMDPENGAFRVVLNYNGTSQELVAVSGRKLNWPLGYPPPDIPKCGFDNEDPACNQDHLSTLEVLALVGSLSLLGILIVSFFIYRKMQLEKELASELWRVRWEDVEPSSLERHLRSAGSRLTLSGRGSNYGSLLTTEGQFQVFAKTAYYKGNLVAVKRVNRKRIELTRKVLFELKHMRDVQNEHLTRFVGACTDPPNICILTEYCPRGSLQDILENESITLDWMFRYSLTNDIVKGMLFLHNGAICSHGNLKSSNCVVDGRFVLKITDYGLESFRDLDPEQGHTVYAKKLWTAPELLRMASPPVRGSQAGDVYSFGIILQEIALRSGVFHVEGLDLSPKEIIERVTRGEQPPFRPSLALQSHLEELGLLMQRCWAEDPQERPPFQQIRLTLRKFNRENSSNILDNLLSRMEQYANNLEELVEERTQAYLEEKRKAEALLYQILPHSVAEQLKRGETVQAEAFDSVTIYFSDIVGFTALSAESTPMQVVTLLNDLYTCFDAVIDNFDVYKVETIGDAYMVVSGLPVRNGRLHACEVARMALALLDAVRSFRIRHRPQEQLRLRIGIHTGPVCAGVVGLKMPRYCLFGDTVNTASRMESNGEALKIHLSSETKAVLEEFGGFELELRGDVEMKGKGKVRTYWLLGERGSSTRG
DAX1 inh-2: DAX1 (NR0B1) inhibitors, primary screen, cell-based, HEK293, Gal4-DAX1, luciferase luminescence; HEK293 Gal4-DAX1 luciferase reporter; inhibition, % at 6.75 µM; 340,000 tested, 0.99% active; AID 504766, 2011;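 active = inhibition above the mean over all tested compounds plus 3 SD, cut at about 4.2% in these data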;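 also: 0% = DAX1-transfected cells with DMSO and 100% = empty-vector control cells with DMSO; inhibition shows as a rise in luminescence from relieved DAX1 repression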
KLK7 zymogen act: proKLK7 zymogen activators, primary screen, biochemical, fluorescence intensity; activation, % at 7 µM; purified proKLK7, EDANS-DABCYL substrate fluorescence; 100% is mature enzyme control, 0% vehicle; 370,000 tested, 0.9% active; Kallikrein-7 (Homo sapiens), P49862;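 active = activation above the mean of all tested compounds plus 3 SD, computed per campaign excluding outliers beyond control limits, cut at about 13% in these data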
GC-B act: human GC-B receptor activators, primary screen, HEK293 GC-B cells, cGMP TR-FRET, EC30 CNP; Atrial natriuretic peptide receptor 2 (Homo sapiens), P20594; 0% at EC30 CNP, 100% saturating CNP; activation, % at 10 µM; 370,000 tested, 0.11% active; AID 1920062, 2024;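 active = activation at 10 µM reaching about 35% in either raw or pattern-adjusted values, limit read from the data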
SMARCA2 activ: SMARCA2 (BRM) function activators, primary screen, cell-based, luminescence, high throughput; 370,000 tested, 1% active; activation, % at 9.1 µM; MG213 cells, MMTV-luciferase reporter, dexamethasone, overnight; AID 652017, 2013; in the data active = activation above about 7.8%;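 also: 0% = vehicle wells and 100% = reference activator wells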
ssDAF-12 act: S. stercoralis DAF-12 nuclear receptor activators, primary screen, cell-based, luminescence, HEK293, GRIP1 co-expression, lit1-tk-luc. HEK293 ssDAF-12/GRIP1 lit1-tk-luc reporter; % of 3 µM dafachronic acid response. activation, % at 6.8 µM. 370,000 tested, 1% active. AID 652126, 2013. Nuclear hormone receptor DAF-12 (Strongyloides stercoralis);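 active = activation above the mean over all tested compounds plus 3 SD, cut at about 0.9% in these data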;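 also: 0% = DMSO-only wells and 100% = 3 µM delta7-dafachronic acid wells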
* hit, by the source's call; / = no result given.

SMILES | HGIII-sPLA2 inh | DAX1 inh-1 | FXN GAA850 act | hgDAF-12 ag | hcDAF12 agonist | NPR1 activator | DAX1 inh-2 | KLK7 zymogen act | GC-B act | SMARCA2 activ | ssDAF-12 act
CCOC(=O)c1cccc(NC(=O)CSc2nnc(CNc3ccc(C)cc3)n2CC)c1 | -3.7 | 0.0 | 3.3 | 2.6 | 1.7 | -1.8 | -1.4 | -0.3 | -0.6 | -1.6 | -0.5
CCc1nc(C#N)c(N2CCOCC2)o1 | 10.0 | -0.1 | 1.1 | -2.9 | -1.8 | -1.3 | 0.2 | -0.7 | 0.7 | -0.7 | -1.0
O=C(Nc1ccccc1[N+](=O)[O-])c1cccnc1Cl | 0.4 | 0.2 | 2.6 | -2.0 | 0.3 | 0.4 | 0.7 | 1.2 | 1.2 | 0.4 | -0.8
Cc1[nH]c2c(Cl)cccc2c1CCNC(=O)C1CCCCC1C(=O)OCC(F)(F)F (stereo unspecified) | -34.8 | -0.5 | -0.5 | -0.8 | -2.4 | -5.6 | -0.6 | -1.3 | -5.6 | -2.1 | -1.6
O=C(CCCN1C(=O)c2ccccc2C1=O)NCCC1=CCCCC1 | 4.3 | 0.2 | 5.0 | 3.0 | 0.3 | 2.1 | 0.3 | -0.1 | -3.7 | -1.7 | -2.2
Cc1cccc(NC(=O)CCC(=O)N/N=C/c2cccnc2)c1 | 0.0 | 1.0 | 1.0 | 1.5 | -0.8 | -0.6 | 0.8 | -0.1 | 2.8 | -0.6 | -0.8
C=CCn1c(SCC(=O)Nc2ccc(C(=O)O)cc2)nc2scc(-c3ccccc3)c2c1=O | 10.9 | 0.7 | 0.6 | -0.3 | 1.4 | -4.2 | 0.5 | 0.0 | -2.5 | -4.2 | -1.2
Cc1ccc(C)c(NC(=O)c2ccc3c(c2)CCN3S(C)(=O)=O)c1 | 4.6 | 0.8 | -0.7 | 2.3 | -0.8 | 5.5 | 0.6 | -0.3 | 6.3 | -1.1 | -0.9
CN1C(=O)CSc2ccc(NC(=O)NCc3ccccc3)cc21 | -11.8 | 0.1 | 1.2 | -3.1 | -0.6 | 4.9 | -2.3 | 0.0 | -7.7 | -1.9 | -1.7
CN(C)c1ccc(-c2nn3c(C4CCCCC4)nnc3s2)cc1 | -2.7 | -0.6 | -0.1 | 0.7 | 0.7 | 6.4 | -0.1 | -2.6 | -7.5 | -3.9 | -1.2
CCC(C)(C)c1nnc(NC(=O)C2CCN(C(=O)c3ccco3)CC2)s1 | 1.1 | -0.2 | 2.9 | 1.0 | -2.0 | 10.3 | 1.5 | -0.1 | 2.4 | 0.8 | -0.2
Cc1ccc(-c2csc(NC(=O)c3cc([N+](=O)[O-])ccc3N3CCOCC3)n2)cc1 | 4.7 | 0.3 | 2.0 | -3.6 | 0.9 | -2.2 | 3.1 | 0.9 | -2.0 | -3.9 | -1.0
COc1ccc(C(=O)N/C(=C\c2ccc(Cl)cc2)C(=O)NCC2CCCO2)cc1 (stereo unspecified) | -0.6 | 0.6 | -0.8 | -1.5 | -0.4 | -1.0 | -0.2 | 0.0 | 6.5 | -0.1 | -0.8
Cc1cc(C)c(CC(=O)c2ccccc2)c(C)c1 | -0.8 | 0.2 | -0.8 | 1.1 | -0.8 | -3.5 | 1.8 | -0.7 | 1.7 | 1.3 | -0.6
CCOc1ccc(C(=O)NCCC(=O)NCCCC(=O)O)cc1 | 7.7 | 0.0 | 1.2 | -0.5 | 2.6 | 2.8 | -0.8 | -0.5 | -0.8 | -2.4 | -1.5
COc1cccc(-c2nc(NCCN3CCOCC3)c3ccccc3n2)c1O | -7.3 | -1.4 | -5.2 | -1.1 | 1.1 | 17.2 | -2.9 | -0.2 | 19.2 | 2.4 | -0.5
COc1cc(C(=O)NCCC(=O)NC(C)CCc2ccccc2)cc(OC)c1OC (stereo unspecified) | 5.2 | -0.3 | -0.1 | -2.3 | -2.5 | -7.0 | 0.4 | 0.0 | -4.4 | -2.8 | -0.9
COc1oc(-c2ccc(Cl)cc2)nc1C(F)(F)F | -1.8 | 0.8 | -3.3 | -0.4 | -0.4 | -1.7 | 0.2 | -0.2 | 3.6 | -1.0 | -0.9
CC(C)CN(C(=O)CCNC(=O)c1ccc(Cl)cc1)C1CCS(=O)(=O)C1 (stereo unspecified) | 15.0 | 0.4 | -0.7 | -3.9 | -0.1 | 0.7 | 0.1 | -0.5 | -1.0 | -5.3 | -1.2
O=C(OCc1cccc(C(F)(F)F)c1)c1cc(S(=O)(=O)N2CCOCC2)ccc1F | -2.0 | -1.3 | -0.4 | -0.6 | 0.3 | 12.9 | 0.6 | -0.3 | 20.8 | 2.2 | -0.5
O=c1c2cnn(-c3ccccc3)c2ncn1Cc1ccccn1 | 2.9 | 0.8 | -0.9 | 0.7 | -1.2 | -2.3 | -0.6 | -0.1 | -7.6 | -2.4 | -0.9
COc1ccc(S(=O)(=O)N/N=C/c2ccc(OCCN3CCOCC3)c(OC)c2)cc1 | 9.2 | -0.7 | 1.2 | -2.2 | -2.3 | 4.2 | 0.4 | 0.4 | -2.8 | 1.3 | -1.3
Cc1cccc(C(=O)NC2CC3CCCC(C2)N3S(=O)(=O)c2ccccc2)c1 (stereo unspecified) | -5.5 | -0.7 | -1.2 | -0.6 | -2.8 | -0.1 | -2.0 | -0.2 | -2.0 | -3.4 | -1.4
CCOC(=O)Cc1csc(NC(=O)C2CCCCC2C(=O)O)n1 (stereo unspecified) | 6.7 | -0.1 | -0.5 | 0.3 | -0.8 | 2.3 | 0.0 | -0.2 | 2.0 | 1.8 | -0.5
C=CCNC(=O)C(=O)Nc1cc2c3c(c1)CCC(=O)N3CCC2 | 7.5 | 0.0 | 3.4 | 1.4 | 0.1 | 2.8 | 0.3 | 0.3 | 1.2 | -2.9 | -1.0
COc1ccc(S(=O)(=O)N2CCN(C(=O)c3ccc(C)o3)CC2)cc1 | 0.2 | 0.1 | 1.0 | 0.2 | 0.1 | -3.2 | -0.1 | 0.7 | -8.7 | -0.5 | -1.2
Nc1c(-c2cccs2)nc2ccccn12 | -1.1 | 1.1 | / | 2.8 | 0.5 | 2.2 | / | 1.2 | -7.0 | 1.0 | -0.8
CC(C)Nc1nnc(SCC(=O)Nc2sccc2C#N)s1 | 8.8 | 0.0 | 0.4 | 0.3 | 0.7 | -3.1 | 1.3 | -0.4 | -4.7 | 1.5 | -0.7
CCCCNC(=O)Cn1cnc2sc(C)c(S(=O)(=O)N3CCN(c4ccccc4OC)CC3)c2c1=O | 0.7 | 0.2 | 2.5 | -1.8 | -0.5 | 1.3 | -1.0 | 0.0 | -3.9 | -3.0 | -0.8
COC(=O)[C@@H](Cc1ccccc1)N[C@H](/C=C/c1ccccc1)[C@@H](O)Cc1ccccc1 | -21.0 | -0.6 | / | -3.8 | -2.1 | -10.8 | / | 0.4 | -13.0 | 0.8 | -1.0
COCCN=C1Sc2nc3ccc(C)cc3cc2CN1Cc1ccco1 | -0.4 | -0.6 | 0.9 | 1.6 | 0.1 | 1.3 | -1.2 | 0.5 | -4.1 | 3.2 | -1.0
Cc1[nH]c2ccccc2c1SCCNC(=O)c1ccc(Br)o1 | -30.3 | -0.7 | 0.0 | -1.4 | -1.3 | -2.3 | -0.9 | 0.3 | -3.0 | -2.4 | -1.9
C[C@]12CC[C@H](O)C[C@@H]1CC[C@@H]1[C@@H]2CC[C@@]2(C)[C@H]1CCC(=O)[C@]21CCCO1 | -1.9 | 1.1 | 0.9 | -0.7 | -2.6 | -3.6 | 0.2 | -0.2 | -4.3 | -2.6 | -1.1
Cc1onc(-c2ccccc2)c1NC(=O)Nc1ccc(OC(F)F)cc1 | -9.3 | -0.6 | -1.1 | -1.0 | -2.4 | 0.8 | / | -0.4 | 1.6 | -1.6 | -1.5
COc1cccc(C2C(C#N)=C(N)N(N(C)C)C3=C2C(=O)CCC3)c1 (stereo unspecified) | 7.8 | 0.1 | 1.2 | 1.4 | -2.1 | 6.5 | 0.9 | -0.7 | 1.5 | -2.5 | -1.4
COc1cc(CNc2ccc3[nH]c(=O)[nH]c3c2)ccc1OCc1ccccc1C | -0.7 | 0.3 | 2.3 | 4.5 | 5.0 | -6.4 | 0.5 | -1.8 | -11.2 | 1.3 | -0.1
CCOc1ncccc1C(=O)OCc1ccc(Cl)cc1 | -6.7 | -0.6 | 0.7 | 1.5 | -0.3 | 1.1 | 2.1 | -0.8 | -1.8 | -1.7 | -1.5
COc1ccc(CCC(=O)NCCNC(=O)CCc2ccc(OC)cc2)cc1 | 10.4 | -0.1 | 1.6 | -2.9 | -1.9 | -1.7 | 2.6 | 0.1 | -6.5 | -0.7 | -1.0
O=C1C=CC(=O)N1Cc1cccnc1 | 4.8 | 0.3 | 0.1 | 2.7 | 3.1 | 1.8 | 1.1 | -0.4 | -3.8 | 5.5 | -1.2
O=C(NC1=NCCS1)c1ccc(Cl)cc1 | -1.7 | 1.8 | 4.4 | 8.8 | 5.7* | 4.1 | 1.0 | -0.1 | 0.5 | 0.6 | -0.2
Cc1ccc(C(=O)O/N=C(\N)c2ccc(C(F)(F)F)cn2)cc1 | 9.8 | -0.2 | 2.8 | -1.3 | 0.1 | 0.1 | 1.0 | 0.0 | 4.2 | -0.1 | -1.0
CCOC(=O)C1=C(CN2CCOCC2)NC(=O)NC1c1cccc([N+](=O)[O-])c1 (stereo unspecified) | 8.1 | -0.1 | -1.2 | 4.9 | -1.6 | -1.6 | 1.3 | -0.3 | -1.2 | -3.5 | -0.7
O=S(=O)(NCc1cccnc1)c1ccc(Cl)c2ccccc12 | -12.0 | 0.3 | -2.8 | -1.6 | -1.1 | 3.3 | 0.9 | -0.3 | -1.2 | -2.5 | -0.9
CC1=C(C(=O)OCc2ccccc2)C(c2cccc(Br)c2)NC(=O)N1 (stereo unspecified) | -0.9 | 0.0 | 1.3 | 0.7 | -2.2 | -5.7 | -1.6 | -0.3 | -2.4 | -2.7 | -0.4
CN(Cc1ccccc1)S(=O)(=O)c1ccc(NC(=O)C2CCCO2)cc1 (stereo unspecified) | 23.4* | 0.4 | 1.1 | -2.4 | -2.9 | 3.1 | -1.7 | 0.4 | -1.0 | -4.1 | -1.6
CC(=O)c1ccc(NC(=S)NCCCn2ccnc2)cc1 | -1.8 | -0.1 | 1.0 | 3.0 | -0.5 | -2.2 | 0.9 | -0.4 | 6.1 | 2.8 | -1.2

Assay outcomes: PubChem BioAssay, several laboratories
